Compound activity deposited in PubChem BioAssay by NCI.
Growth percent in the NCI-60 one-dose screen (48 h, 10 µM unless noted): 100 = growth as untreated, 0 = no growth, -100 = all killed.
DU-145: DU-145 prostate cancer; 81,000 compounds, 4.2% hits; AID 1794760
SNB-19: SNB-19 CNS cancer cells | 81,000 compounds, 2.5% hits | AID 1794751
SW-620: SW-620 colon cancer | 82,000 compounds, 5.2% hits
HCC-2998: HCC-2998 colon cancer | 79,000 compounds, 4.7% hits | AID 1794799
SNB-75: SNB-75 CNS cancer. 79,000 compounds, 5% hits. AID 1794750
KM12: KM12 colon cancer cells | 82,000 compounds, 5% hits | AID 1794800
SF-539: SF-539 CNS cancer; 81,000 compounds, 6.8% hits
PC-3: PC-3 prostate cancer cells. 80,000 compounds, 3.9% hits
HT29: HT29 colon cancer; 81,000 compounds, 7.4% hits
An asterisk follows results filed as active; . = not tested or not shown; & = joins results of further samples; [ ] = dose if it differs, or a comment. The calls were made as follows: active = growth percent below 10; inactive = the rest.

SMILES	DU-145	SNB-19	SW-620	HCC-2998	SNB-75	KM12	SF-539	PC-3	HT29
COc1ccccc1NC(=O)CSc1n[nH]c(-c2ccncc2)n1	99	90	91	96	66	94	96	95	89
Cn1c(O)c(N=NC(=O)c2ccncc2)c2ccccc21	109	105	111	115	103	114	103	104	103
Cc1cc([N+](=O)[O-])ccc1NS(=O)(=O)c1ccccc1	92&104	97&85	78&91	92&82	81&68	77&86	85&85	80&98	89&115
O=C1CCC23C=CC(O)C(O2)c2ccccc2N13 (centres undefined)	108	104	97	98	80	102	107	94	102
O/N=C(\CSc1nnc(-c2c[nH]c3ccccc23)n1-c1ccccc1)c1ccccc1	60	51	53	57	76	40	77	24	49
COc1ccc(C(=O)/C=C/c2cc(-c3ccc4c(c3)OCO4)n[nH]2)cc1	89	56	76	91	77	77	74	71	94
CC(O)c1cccc2ccccc12 (centres undefined)	105	113	103	103	99	104	90	109	104
CCCNCCOC(=O)c1ccc(OCCC)c(N)c1	109	103	106	92	89	105	93	99	102
CCOC(=O)N1CCOCC1	99	101	105	107	85	112	98	97	102
CC(C)=CCC[C@](C)(O)[C@H]1CC[C@]2(C)[C@@H]1CC[C@@H]1[C@@]3(C)CC/C(=N/O)C(C)(C)[C@@H]3CC[C@]12C	-15*[100 µM]	-29*[100 µM]	-48*[100 µM]	11[100 µM]	-39*[100 µM]	16[100 µM]	-54*[100 µM]	-52*[100 µM]	-43*[100 µM]
c1csc(CSc2nnc(SCc3cccs3)s2)c1	114	103	110	105	.	114	109	100	103
N=C1CCCS1	114	98	94	106	84	102	105	94	104

Whole records as entered above:
Listed for `N=C1CCCS1` : DU-145 = 114; SNB-19 = 98; SW-620 = 94; HCC-2998 = 106; SNB-75 = 84; KM12 = 102; SF-539 = 105; PC-3 = 94; HT29 = 104
Listed for `Cn1c(O)c(N=NC(=O)c2ccncc2)c2ccccc21` : DU-145 = 109; SNB-19 = 105; SW-620 = 111; HCC-2998 = 115; SNB-75 = 103; KM12 = 114; SF-539 = 103; PC-3 = 104; HT29 = 103

(continued)
SMILES	DU-145	SNB-19	SW-620	HCC-2998	SNB-75	KM12	SF-539	PC-3	HT29
N#CC1=C(N)Oc2cc(N)ccc2C1c1ccc(F)cc1 (centres undefined)	93	81	47	.	67	50	84	91	46
CC(N)C(Cc1ccc(Cl)cc1)c1ccc(Cl)cc1 (centres undefined)	61	82	57	-6.2*	49	63	81	37	-22*
O=C(CSc1nnc(Cn2c(C(F)(F)F)nc3ccccc32)o1)Nc1ccc(Cl)cc1	78	91	64	86	87	51	85	74	67
CC1(C)CC(=O)C2=C(C1)N(c1ccc(OC(F)(F)F)cc1)C(N)=C(C#N)C2c1ccc(Cl)cc1Cl (centres undefined)	103	82	98	108	87	95	96	80	88
C[C@@H]1CN(C(=S)Nc2ccccc2)[C@@H](C)CN1c1ccccn1	100	104	105	104	92	101	107	95	94
N#CC(c1ccc(N)cc1)C(CC(=O)c1ccccc1)c1ccccc1 (centres undefined)	99	106	98	113	91	97	101	92	86
Cc1cc(O)c2c(c1)C(=O)C(c1c(C)cc3c(c1O)C(=O)C=CC3=O)=CC2=O	73	100	8.1*	112	92	109	108	83	65
CCCN(CCC)CC(O)c1cc2cc(C(F)(F)F)cc(C(F)(F)F)c2c2cc(Cl)c(Cl)cc12 (centres undefined)	73	101	66	78	.	77	82	82	57
O/N=C(\CSc1nnc(-c2ccc(Cl)cc2)o1)c1ccccc1	106	102	110	95	101	93	97	84	99
COc1cc(/C=C2\C(=O)Nc3cc(C)c(O)cc32)cc(OC)c1OC	45	72	55	.	55	22	71	33	22
c1ccc(-c2nnc(-c3ccccc3)o2)cc1	.	93	100	100	83	103	47	91	104
CCOC(=O)c1sc(/N=C2\C(=O)Nc3ccc([N+](=O)[O-])cc32)nc1C	98	98	96	95	69	91	104	87	94
COC(=O)C1=C(O)CC2CC(C(=O)OC)N3C(=O)COC123 (centres undefined)	113	106	104	103	92	101	97	108	102
Nc1n[nH]c2cccc(C#Cc3cccc(NC(=O)Nc4cc(C(F)(F)F)cc(C(F)(F)F)c4)c3)c12	7.0*	-20*	-76*	-95*	-0.7*	-61*	-73*	-4.8*	-50*
O=C(COc1c(Cl)cc(Cl)c(Cl)c1Cl)NC1CCCCC1	106	100	104	86	96	103	93	75	100
Nc1cccc(Nc2nc(N)nc3c2CCc2occc2-3)c1	105	104	102	108	99	104	107	99	94
Oc1ccccc1/C=N\c1nccs1	117	102	104	.	79	107	102	93	103
O/C=C(\Cl)CCl	104	108	108	100	76	107	94	99	105
O=C(O)/C(=C/c1cccc([N+](=O)[O-])c1)c1ccc(Cl)cc1	107	103	101	102	96	106	94	98	108
CC1(C)C2CC=C(/C=N\N=C\C3=CCC4CC3C4(C)C)C1C2	99	98	98	107	95	92	112	95	102
O=C(CSc1nc(-c2ccccc2)c(-c2ccccc2)o1)N1CCOCC1	109	97	111	111	81	109	104	64	119
COc1cc(NCCCCCNCC(C)(C)C)c2ncccc2c1	116	106	98	100	94	105	101	62	95
COC(=O)/C=C1/SC(=Nc2ccc([N+](=O)[O-])cc2)N(CCc2c[nH]c3ccc(O)cc23)C1=O	57	40	85	21	54	42	66	39	43
COc1cc(N)ccc1Nc1c2ccccc2nc2ccccc12	40	100	4.7*	95	91	36	.	59	-62*
Nc1ncc2[nH]c(N)nc2n1	113	97	104	102	83	105	99	91	89
N=C(N)SCc1cccs1	.	88	89	97	73	79	90	91	97
CSC(=NC(=O)c1c(Cl)cccc1Cl)SC	109	92	.	83	114	102	97	100	.
Cn1cc(-c2nonc2-c2c[nH]c3ccccc23)c2ccccc21	17	13	22	11	-18*	7.6*	-35*	21	5.9*
O=[N+]([O-])c1ccc(-[n+]2cc([O-])on2)cc1	116	117	110	107	92	106	117	86	99
Cc1ccc2nc3c(cc2c1)C1C(CON1c1ccccc1)CS3 (centres undefined)	95	102	90	101	68	84	103	70	95
N#Cc1c2c(nn(-c3ccccc3)c1=O)C(O)=C([N+](=O)[O-])C(c1ccccc1[N+](=O)[O-])C2 (centres undefined)	102	96	98	106	86	95	93	97	109
COc1ccccc1CNC(=O)c1nc(-c2cc(OC)c(OC)c(OC)c2)n(-c2ccc(F)c(F)c2)n1	104	98	99	112	80	99	101	93	103
NC(CSC1(c2ccc(F)cc2)c2ccccc2-c2ccccc21)C(=O)O (centres undefined)	107	94	103	109	81	105	99	79	102
COc1ccc(CCN2C(=O)/C(=C/c3ccc(C4Oc5ccccc5C5CC(c6cccc(OC)c6)=NN54)cc3)SC2=S)cc1 (centres undefined)	101	99	98	99	91	105	95	.	104
O=C(NC1CC1)c1ccc(-c2nc3ccc4[nH]ncc4c3c3c2CCCC3)cc1	38	65	19	51	-5.6*	24	31	43	35
CC(=O)Nc1ccc(N=Nc2c(S(=O)(=O)O)cc3cc(S(=O)(=O)O)cc(OC(=O)c4ccc(N)cc4)c3c2O)cc1	107	99	98	101	87	101	112	94	108
O=c1cc(C2NNC(=S)N2)c2cc(Cl)ccc2o1 (centres undefined)	112	102	102	112	87	111	98	90	109
COc1ccc2c(c1)CC(O)CC1C(=O)NN=CN21 (centres undefined)	113	99	102	106	112	100	98	95	90
CCCN1C2CCC1/C(=C\c1ccc(F)cc1)C(=O)/C2=C/c1ccc(F)cc1	80	81	73	86	70	68	99	64	36
CC[C@H](CC[C@@H](C)[C@H]1CC[C@H]2[C@@H]3CC=C4C/C(=N/OCCC#N)CC[C@]4(C)[C@H]3CC[C@]12C)C(C)C	110	96	104	99	98	108	101	92	103
CCN(CC)CCC(CNc1ccnc2cc(Cl)ccc12)c1ccc(O)cc1 (centres undefined)	91	103	51	89	86	82	88	61	29
Cc1[nH]nc2c1C(c1cc([N+](=O)[O-])cs1)C(C#N)=C(N)O2 (centres undefined)	104	84	75	107	66	102	84	80	95
CCCCCCCCCCCCNC(=S)N/N=C/c1ccc([N+](=O)[O-])cc1	95	90	94	107	91	99	105	95	104
CN(C)CC(CN(C)C)C(=O)C1CC1	104	92	97	92	97	114	98	99	104
Cc1c(C)c([N+](=O)[O-])c(C)c([N+](=O)[O-])c1C	104	97	109	112	104	108	107	99	93
CCCCC1C(=O)N(c2ccccc2)N(c2ccc(O)cc2)C1=O (centres undefined)	108&106	98&98	104&91	101&107	89&106	105	108	91&96	95&102
O=C(Nc1ccc(Cl)cc1)c1cccc([N+](=O)[O-])c1	93	102	88	94	77	71	98	72	60
COc1cc2c(nn1)CCCC2	107	102	106	101	101	101	106	96	106

Sorted by SMILES length (high to low): part of the list above.
SMILES	DU-145	SNB-19	SW-620	HCC-2998	SNB-75	KM12	SF-539	PC-3	HT29
N#Cc1c2c(nn(-c3ccccc3)c1=O)C(O)=C([N+](=O)[O-])C(c1ccccc1[N+](=O)[O-])C2 (centres undefined)	102	96	98	106	86	95	93	97	109
COC(=O)/C=C1/SC(=Nc2ccc([N+](=O)[O-])cc2)N(CCc2c[nH]c3ccc(O)cc23)C1=O	57	40	85	21	54	42	66	39	43
Nc1n[nH]c2cccc(C#Cc3cccc(NC(=O)Nc4cc(C(F)(F)F)cc(C(F)(F)F)c4)c3)c12	7.0*	-20*	-76*	-95*	-0.7*	-61*	-73*	-4.8*	-50*
Cc1[nH]nc2c1C(c1cc([N+](=O)[O-])cs1)C(C#N)=C(N)O2 (centres undefined)	104	84	75	107	66	102	84	80	95
NC(CSC1(c2ccc(F)cc2)c2ccccc2-c2ccccc21)C(=O)O (centres undefined)	107	94	103	109	81	105	99	79	102
O=C(CSc1nc(-c2ccccc2)c(-c2ccccc2)o1)N1CCOCC1	109	97	111	111	81	109	104	64	119
CCN(CC)CCC(CNc1ccnc2cc(Cl)ccc12)c1ccc(O)cc1 (centres undefined)	91	103	51	89	86	82	88	61	29
Cn1cc(-c2nonc2-c2c[nH]c3ccccc23)c2ccccc21	17	13	22	11	-18*	7.6*	-35*	21	5.9*
CCCCC1C(=O)N(c2ccccc2)N(c2ccc(O)cc2)C1=O (centres undefined)	108&106	98&98	104&91	101&107	89&106	105	108	91&96	95&102
O=C(COc1c(Cl)cc(Cl)c(Cl)c1Cl)NC1CCCCC1	106	100	104	86	96	103	93	75	100
Nc1cccc(Nc2nc(N)nc3c2CCc2occc2-3)c1	105	104	102	108	99	104	107	99	94
COc1cc(N)ccc1Nc1c2ccccc2nc2ccccc12	40	100	4.7*	95	91	36	.	59	-62*
CN(C)CC(CN(C)C)C(=O)C1CC1	104	92	97	92	97	114	98	99	104
CC(O)c1cccc2ccccc12 (centres undefined)	105	113	103	103	99	104	90	109	104
COc1cc2c(nn1)CCCC2	107	102	106	101	101	101	106	96	106
N=C1CCCS1	114	98	94	106	84	102	105	94	104

Continuation.
SMILES	DU-145	SNB-19	SW-620	HCC-2998	SNB-75	KM12	SF-539	PC-3	HT29
NC1=NC(SCc2ccccc2CCl)c2ncn(Cc3ccccc3CCl)c2N1 (centres undefined)	64	75	2.1*	79	.	48	69	79	14
c1ccc(N=c2scc(-c3ccccc3)n2-c2cccc(-n3c(-c4ccccc4)csc3=Nc3ccccc3)c2)cc1	103	106	100	122	88	99	107	78	103
O=C1CCC(NCc2ccccc2)N1 (centres undefined)	111	100	102	95	91	100	102	94	103
CC(O)COc1ccccc1 (centres undefined)	105	119	101	113	109	102	96	88	118
Nc1c(O)cccc1O	105	101	107	118	81	88	100	84	110
CCN(CC)CCCC(C)NCC(=O)NC(c1ccc2c(c1)OCO2)c1cc(Cl)c2cccnc2c1O (centres undefined)	44	38	24	-11*	.	9.5*	6.6*	20	24
COc1ccc(-c2cc(-c3ccc(Br)cc3)nc3nc(NC(C)=O)nn23)cc1	132	105	120	112	93	103	100	106	110
CN1CCN(Cc2ccc(NC(=O)c3cncc(C#Cc4cnc5ccc(NC6CCOCC6)nn45)c3)cc2C(F)(F)F)CC1	-95*	-7.2*	-42*	-20*	-57*	-42*	-92*	-15*	0.1*
CN(Cc1ccccc1)c1nc(Cl)c(C2CC(c3ccc4c(c3)OCO4)=NN2C=O)s1 (centres undefined)	109	101	94	93	84	89	108	84	107
CC(C)C(=O)Nc1n[nH]c2cc(-c3cccc(NS(=O)(=O)C4CC4)c3)ccc12	86	90	75	83	54	61	78	64	76
